# Screens from PubChem.
# UBC13 polyUb – blocks human UBC13 polyubiquitin chain formation; TR-FRET; inhibition, % at 20 µM; 330,000 compounds, 0.47% hits; in the data active means inhibition above about 45%, passing the limit was not always enough
# Target sequence (P61088 whole entry, looked up): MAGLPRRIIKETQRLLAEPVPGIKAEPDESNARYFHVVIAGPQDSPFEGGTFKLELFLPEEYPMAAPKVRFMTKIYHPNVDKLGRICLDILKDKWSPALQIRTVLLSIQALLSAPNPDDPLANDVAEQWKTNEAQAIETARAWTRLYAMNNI
# Apaf1 inhib – human Apaf-1 inhibition. 330,000 compounds, 0.71% hits. O14727. inhibition, % at 20 µM. reconstituted apoptosome caspase-3 activity, DEVD-Rh110 fluorescence; active means inhibition of at least 40% at 20 µM;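 further: plate controls were DMSO wells for no effect and DEVD-CHO caspase inhibitor wells for full effect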
#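 Material: reconstituted apoptosome with Apaf-1, cytochrome c, caspase-9, procaspase-3, dATP; medium: pH 7.5 Hepes buffer with CHAPS, BSA, DTT; also added: cytochrome c and DEVD-Rh110 substrate; timing: 30 min plus 50 min, RT; signal: Rh110 fluorescence intensity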
# SENP1 inh – inhibitors of human SENP1 SUMO protease catalytic domain | Q9P0U3 | recombinant SENP1 catalytic domain, CyPet-SUMO1-YPet FRET cleavage | inhibition, % at 10 µM | 360,000 compounds, 0.21% hits;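 active means inhibition at least 30% at 10 µM, raw YFP signal under a set limit, fluorescence ratio 0.5 to 1.5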;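 further: 0% = enzyme with DMSO and 100% = no enzyme wells; some results filed as inactive read as strong as hits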
#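 system = hSENP1 catalytic domain, recombinant | reagent = SFCypet-SUMO1-SFYpet substrate at 25 nM | doses = one dose per compound, 10 µM, 0.5% DMSO | incubation = enzyme reaction for 50 min at room temperature, dark | measured by = FRET, CFP and YFP emission | controls = no-enzyme low, enzyme-DMSO high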
# SENP8 block-1 – inhibitors of human SENP8 protease; 360,000 compounds, 0.64% hits; Q96LD8; recombinant SENP8, Nedd8 substrate fluorescence; inhibition, % at 20 µM; AID 602440; in the data active means inhibition mostly above about 40%, no sharp cut-off; inactive means mostly below about 27%
# SENP6 block – SENP6 protease inhibition. Recombinant SENP6 catalytic domain, aminoluciferin luminescence. Q9GZR1. inhibition, % at 10 µM. 330,000 compounds, 1.8% hits;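 active means inhibition above about 50% at the single tested dose, limit read from the data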;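 further: plate controls were DMSO wells with enzyme for no effect and DMSO wells lacking enzyme for full effect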
# Target sequence (Q9GZR1 628-1112 limits assumed): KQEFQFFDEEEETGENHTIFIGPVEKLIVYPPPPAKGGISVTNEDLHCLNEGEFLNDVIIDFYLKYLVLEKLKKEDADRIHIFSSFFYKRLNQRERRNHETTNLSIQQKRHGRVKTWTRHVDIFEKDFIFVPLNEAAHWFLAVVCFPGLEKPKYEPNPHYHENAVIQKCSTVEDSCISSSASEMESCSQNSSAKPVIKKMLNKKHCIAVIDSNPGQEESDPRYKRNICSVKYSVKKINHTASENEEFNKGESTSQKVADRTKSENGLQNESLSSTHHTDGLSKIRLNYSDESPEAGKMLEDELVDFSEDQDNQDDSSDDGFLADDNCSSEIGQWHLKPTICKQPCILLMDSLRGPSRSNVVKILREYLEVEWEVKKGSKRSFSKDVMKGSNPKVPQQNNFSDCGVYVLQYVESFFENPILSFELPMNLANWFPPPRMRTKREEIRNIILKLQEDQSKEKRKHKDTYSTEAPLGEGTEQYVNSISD
# A3G deaminase – blocks human APOBEC3G single-stranded DNA deamination; Q9HC16; recombinant A3G, ssDNA deamination FAM/TAMRA fluorescence; inhibition, % at 20 µM; 330,000 compounds, 0.28% hits;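 active means inhibition of at least 40% at 20 µM, with no more than 30% in the related APOBEC3A deaminase screen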;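 further: plate controls were DMSO wells with A3G for no effect and wells lacking A3G enzyme for full effect; some compounds called inactive have numbers as strong as hits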
# Target sequence (Q9HC16 whole entry, looked up): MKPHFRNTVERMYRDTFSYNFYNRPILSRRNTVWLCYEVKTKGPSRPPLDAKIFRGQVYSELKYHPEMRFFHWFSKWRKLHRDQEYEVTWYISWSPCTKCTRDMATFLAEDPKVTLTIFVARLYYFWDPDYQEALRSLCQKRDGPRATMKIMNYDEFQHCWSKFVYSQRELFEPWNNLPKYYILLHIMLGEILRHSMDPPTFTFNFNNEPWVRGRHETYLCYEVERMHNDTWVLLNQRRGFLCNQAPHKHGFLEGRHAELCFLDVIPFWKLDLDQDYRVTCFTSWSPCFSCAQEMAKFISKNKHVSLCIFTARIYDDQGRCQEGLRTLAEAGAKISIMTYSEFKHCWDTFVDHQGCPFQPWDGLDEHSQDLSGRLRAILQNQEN
# SENP7 block – inhibitors of human SENP7 protease. recombinant SENP7, Z-RLRGG-aminoluciferin luminescence, 40 min. AID 434973. Q9BQF6. inhibition, % at 5 µM. 330,000 compounds, 1.5% hits;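 active means inhibition above about 50% at the single test dose, limit read from the data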;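 further: plate controls were DMSO with enzyme for no effect and no enzyme buffer wells for full effect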
# SENP8 block-2 – inhibitors of human SENP8 protease; inhibition, % at 10 µM; purified SENP8, Z-RLRGG-aminoluciferin cleavage, luminescence; AID 2540; Q96LD8; 330,000 compounds, 1.2% hits; in the data active means inhibition above about 50%
# Starred values were filed as active, the others as inactive; · = not tested or not shown.
SMILES,UBC13 polyUb,Apaf1 inhib,SENP1 inh,SENP8 block-1,SENP6 block,A3G deaminase,SENP7 block,SENP8 block-2
CCCC(=O)NC(C)c1nc(-c2ccc(C)cc2)no1 (stereo not drawn),-1,8,2,15,-3,14,12,-10
O=C(O)c1ccccc1-n1cccc1C(=O)O,-4,-16,2,21,-3,0,-4,-12
CCOc1c2c(nc3ccc(Cl)cc13)CCC2,-3,-2,-1,5,7,2,-2,4
CN(c1ccc(OCC(=O)N2CCN(c3ccc(F)cc3)CC2)cc1)S(=O)(=O)c1cccs1,3,3,1,14,-8,-8,-4,0
CCOC(=O)c1cnn(-c2cc(C)nc3c(-c4ccccc4)c(C)nn23)c1N,0,10,2,-102,-14,-7,5,-4
COc1cc(NC(=O)c2c(F)cccc2F)c(Cl)cc1Cl,14,5,2,26,-19,-9,-4,-8
CCCCCCOc1ccc(/C(C)=N/NC2=NCCN2)cc1[N+](=O)[O-],94*,54*,1,32,-22,-4,2,-10
CCN(CC)CCNC(=O)c1cc2c(s1)-c1ccccc1SC2,50*,5,-18,-323,10,-6,7,-1
CCCCn1c(N)c(N(Cc2ccccc2OC)C(=O)CC2OC(=O)c3ccccc32)c(=O)[nH]c1=O (stereo not drawn),-5,3,1,12,-4,-4,-7,4
CCCCNS(=O)(=O)c1ccc2nc(-c3cccnc3)cc(C(=O)NC3CCCC3)c2c1,-5,-6,3,13,1,-4,1,-9
CC1(c2ccc3ccccc3c2)NC(=O)N(CC(=O)NCc2cccs2)C1=O (stereo not drawn),2,-14,0,10,-2,-2,0,-3
COCCNC(=O)Nc1ccc(F)cc1,-1,-4,2,2,-10,-8,-9,-9
O=C(NNc1cccc(Cl)n1)Nc1ccccc1,1,3,1,11,4,-4,-5,5
O=C(c1ccc(N2CCOCC2)cc1)N1CCCC(Nc2ccccc2)C1 (stereo not drawn),1,0,-1,5,7,-5,-9,-12
COc1ccc(-n2nc(C(=O)N3CCC(C#N)CC3)c3c4ccccc4n(C)c3c2=O)cc1,2,-2,0,-220,-2,-11,-6,-17
Cc1ccc(C2C3=C(CC(C)(C)CC3=O)Nc3[nH]c(=S)[nH]c(=O)c32)cc1 (stereo not drawn),5,-4,-10,-33,5,-5,5,3
O=C(NNC(=O)C1CC1c1ccccc1)c1ccccc1[N+](=O)[O-] (stereo not drawn),8,-8,5,11,5,-5,2,-3
O=C(NCc1ccc2c(c1)OCO2)c1ccncc1,11,-17,3,16,10,-8,2,5
CCCCCCn1c(NCC)nc2c1c(=O)n(C)c(=O)n2C,-3,-13,-2,26,13,0,2,-1
Cc1nc2ccccn2c1-c1csc(Nc2ccc(C(=O)O)cc2)n1,-4,2,1,-193,12,-2,-2,-5

# 4 records picked at random from those above, as already listed:
SMILES,UBC13 polyUb,Apaf1 inhib,SENP1 inh,SENP8 block-1,SENP6 block,A3G deaminase,SENP7 block,SENP8 block-2
COc1ccc(-n2nc(C(=O)N3CCC(C#N)CC3)c3c4ccccc4n(C)c3c2=O)cc1,2,-2,0,-220,-2,-11,-6,-17
CN(c1ccc(OCC(=O)N2CCN(c3ccc(F)cc3)CC2)cc1)S(=O)(=O)c1cccs1,3,3,1,14,-8,-8,-4,0
Cc1nc2ccccn2c1-c1csc(Nc2ccc(C(=O)O)cc2)n1,-4,2,1,-193,12,-2,-2,-5
COc1cc(NC(=O)c2c(F)cccc2F)c(Cl)cc1Cl,14,5,2,26,-19,-9,-4,-8

# 3 compounds already listed, arranged by the number in UBC13 polyUb, low to high:
Molecule | UBC13 polyUb | SENP1 inh | SENP6 block | A3G deaminase | SENP7 block
CCCCn1c(N)c(N(Cc2ccccc2OC)C(=O)CC2OC(=O)c3ccccc32)c(=O)[nH]c1=O (stereo not drawn) | -5 | 1 | -4 | -4 | -7
O=C(O)c1ccccc1-n1cccc1C(=O)O | -4 | 2 | -3 | 0 | -4
CCOc1c2c(nc3ccc(Cl)cc13)CCC2 | -3 | -1 | 7 | 2 | -2

# Following part
SMILES,UBC13 polyUb,Apaf1 inhib,SENP1 inh,SENP8 block-1,SENP6 block,A3G deaminase,SENP7 block,SENP8 block-2
CC(=O)Nc1ccc(S(=O)(=O)Nc2ccc(S(=O)(=O)Nc3ncccn3)cc2)cc1,-10,7,2,9,-15,-6,-7,-12
COC(=O)c1ccccc1NC(=O)/C=C/c1cc(OC)c(OC)c(OC)c1,3,-2,1,-414,-6,2,6,2
O=C(OCCc1cc2ccccc2c(=O)o1)c1ccccc1C(F)(F)F,11,12,2,0,-14,-4,2,-2
Cc1ccc(C(=O)NCc2ccc3c(c2)OCO3)cc1C,0,5,1,15,-17,-4,3,0
CCC(=O)c1ccc(OCC(=O)NC2CCCC2)cc1,-15,13,0,4,-23,-12,-6,-18
Cc1cc(C)cc(NC(=S)N2CCN(Cc3ccccc3)CC2)c1,6,-7,0,9,8,-7,14,-1
Cc1ccc(C(=O)NCCCNC(=O)c2ccccc2F)cn1,7,-1,1,10,-13,-7,4,-2
O=C(NCC(=O)N1CCN(c2ccccc2F)CC1)c1cccs1,12,-17,1,0,-10,-6,-6,1
O=C(COc1ccc(S(=O)(=O)N2CCOCC2)cc1)N1CCN(c2ccccc2)CC1,-3,10,1,10,-6,-5,2,10
C=CCn1c(SCC(=O)NCc2ccc3c(c2)OCO3)nnc1-c1cccnc1,4,-8,2,12,-9,-7,-2,2
Cc1cc(NC(=O)CSc2nc3ccccc3c(=O)n2-c2ccccc2)no1,11,-15,0,7,-26,-4,-3,-8
Cc1ccc(NC(=O)CSc2nsc(SCC(=O)Nc3ccc(C)cc3C)c2C#N)c(C)c1,-14,-16,0,5,0,-6,-14,-9
COc1ccc(-c2cc(N3C(=O)Nc4ccccc4N3O)n[nH]2)cc1OC,5,-5,-1,10,-4,-5,-1,5
CC(C)(C)N=C1C([N+](=O)[O-])=CC=C2C1=NC1(CCCCC1)N2O,-97,12,1,39,29,-4,13,14
CCOC(=O)C1(CC2CC2)CCN(Cc2cn(C)c3ccccc23)CC1,15,-13,2,8,-11,-7,-9,-6
CCOc1ccc(N(CC(=O)Nc2ccccc2OCC)S(=O)(=O)c2c(C)noc2C)cc1,1,20,3,8,3,-1,2,4
COc1ccc(Cl)cc1NC(=O)CN1CCc2ccccc2C1,2,13,1,4,6,-8,-8,-7
CCOc1ccc(CN(C)CCc2ccccn2)cc1,6,1,0,13,-22,-9,8,4
Cn1c(N)c(C(=O)COC(=O)C2CCCCC2)c(=O)n(C)c1=O,9,-9,-4,0,11,-10,5,-2
O=C(O)c1ccc(N2C(=O)c3cccc(Oc4ccc(Cl)cc4)c3C2=O)cc1,0,-12,2,18,7,-8,2,-1
COc1cccc(CN(C)C(=O)c2cc(-c3ccc(F)cc3)nc3ccccc23)c1,5,31,-1,-101,-14,-3,-4,3
COc1ccccc1CCNC(=O)C(=O)NCC1OCCN1S(=O)(=O)c1ccc([N+](=O)[O-])cc1 (stereo not drawn),-8,11,-2,16,3,1,9,-2
Cc1nc(N=C(N)N)nc2ccccc12,-10,-5,-6,-22,5,0,5,5
COc1cc2c(cc1OC)C(C(=O)Nc1cccc(C)n1)C(c1cccnc1)N(C)C2=O (stereo not drawn),8,2,0,15,-7,-5,-7,-1
CCCCCN(C(=O)NC(=O)Nc1ccccc1C)S(C)(=O)=O,2,-16,3,8,0,-5,8,-3
O=C(Nc1nnc(C2CC2)s1)C1CCCCN1S(=O)(=O)c1ccccc1 (stereo not drawn),-12,11,-1,11,-13,1,10,2
Cc1ccc(Cn2c(=N)c(C#N)cc3c(=O)n4cccc(C)c4nc32)cc1,-9,2,·,·,-30,-6,-7,-5
O=C(Oc1ccc(-c2nccc(-c3ccccn3)n2)cc1)c1cccc(C(F)(F)F)c1,5,10,1,10,-15,-5,-6,-9
C=CCn1c(=O)n(CCOC)c(=O)c2sc3ccccc3c21,6,4,3,-474,8,-3,4,-2
Cc1ccc(C(=O)COC(=O)c2cccc(N3C(=O)c4c(C)nc5ccccc5c4C3=O)c2)cc1C,-3,11,1,11,-2,-4,9,7
CSC(=S)N/N=C/c1ccc(N(C)C)cc1,6,-8,-110,-357,3,-1,-3,0
CCCNC(=O)Nc1ccccc1SC,8,-1,2,-1,-11,-1,-2,-5
COc1cc(C(=O)C(=O)c2cc(OC)c(O)c(OC)c2)cc(OC)c1O,-16,5,1,17,-4,-2,4,-1
Cc1ccc(CNC(=O)C2CCCN2C(=O)NCc2ccccc2)cc1 (stereo not drawn),7,1,2,9,-6,1,-3,-1
O=C(N/N=C/C1C(c2ccccc2)C1(Cl)Cl)c1cccc(Br)c1 (stereo not drawn),-3,27,0,27,-6,0,9,-3
O=C(Oc1ccc(O)cc1)C12CC3CC(CC(C3)C1)C2,-2,8,2,-2,-7,-6,-4,-12
CCCN(Cc1nnc(-c2ccccc2Cl)o1)C(=O)COc1ccc(Cl)cc1,6,40,-1,7,-11,-7,-8,-8
CCCCc1c(O)nc(SCC(=O)NC(C)(C)C)n(-c2ccccc2C)c1=O,4,-11,1,14,8,-8,-2,-1
Cc1coc(NC(=O)CSc2nc(-c3ccc(Cl)cc3)cc(C(F)(F)F)c2C#N)n1,6,21,5,-357,-5,-47,2,-5
O=C(COc1ccc(Cl)cc1Cl)NCCCNC(=O)c1cnccn1,-1,-1,-2,5,-10,-10,10,3
COc1ccc(NS(=O)(=O)c2ccc(C)c(NC(=O)NC3CCCCC3)c2)cc1,2,5,0,21,-4,-3,-3,-4
CCC(C(=O)OCC(=O)NC1CCS(=O)(=O)C1)c1ccccc1 (stereo not drawn),2,1,1,5,2,-2,-3,15
CCC(=O)N1CCc2cc(S(=O)(=O)NCCCOC)ccc21,-4,-4,3,13,-1,-4,-1,-2
Cc1cnn(CCC(=O)NNC(=S)Nc2ccc(F)cc2)c1,5,3,3,21,-3,2,2,2
CCOC(=O)c1sc2nc(N3CCOCC3)c3c(c2c1N)CC(C(C)C)OC3 (stereo not drawn),24,-1,-12,-395,-17,-4,-16,-8
O=C(COc1ccc(Br)cc1)Nc1ccc([N+](=O)[O-])cn1,8,5,-2,21,-10,-5,-2,-5
CC(C)c1ccc(OCC(=O)Nc2cccc3c2CCCC3)cc1,6,15,4,20,-19,-6,9,3
CCOC(=O)c1ccc(NC(=S)Nc2ccccc2)cc1,1,5,1,13,7,-1,12,0
CC(CCc1ccccc1)NC(=O)CSc1cccc[n+]1[O-] (stereo not drawn),-7,3,2,-1,7,4,9,-1
Cc1cccc(OCC2=NS(=O)(=O)c3ccccc3N2)c1,-5,13,-5,30,16,0,-3,-10
Cc1ccc2c(c1)CC(C)N2S(=O)(=O)c1nnc(NC(=O)CC(C)C)s1 (stereo not drawn),-14,14,-1,12,9,1,4,-6
Cc1ccc(C(=O)Nc2c(C)n(C)n(-c3ccccc3)c2=O)cc1,0,-20,2,16,-1,-6,1,7
COc1cc(C(=O)Nc2ccc3c(c2)CCN3C(C)=O)cc(OC)c1OC,5,-12,0,1,23,-5,-3,-2
CSCCC(NC(=O)COc1ccccc1)C(=O)NCCOc1ccccc1 (stereo not drawn),13,3,2,2,-4,-3,2,-4
Cc1ccc(OCCn2cc(Br)c(=O)[nH]c2=O)cc1,-2,6,3,15,6,-3,-2,4
CCOC(=O)c1c(-c2ccccc2)csc1NC(=O)CSc1nnc(C)s1,10,14,-1,14,-9,-2,-2,-7
CC1CC(C)CN(C(=O)COC(=O)/C=C/c2cccc([N+](=O)[O-])c2)C1 (stereo not drawn),-5,20,0,7,1,-5,-3,-17
CCCCCn1c(=N)c(S(=O)(=O)c2ccc(Cl)cc2)cc2c(=O)n3cccc(C)c3nc21,1,3,-25,-85,-13,-8,0,-7
O=C(CSc1ccc(-c2ccncc2)nn1)c1ccccc1,-14,-4,0,9,-3,-7,-13,-1
CN=C1S/C(=C\c2cccn2-c2cccc(Br)c2)C(=O)N1C,-1,-1,·,·,-4,-7,-11,-8
